proKLK7 act: activates the human kallikrein-7 zymogen; P49862; purified proKLK7, EDANS-DABCYL substrate fluorescence; 100% is mature enzyme control, 0% vehicle; activation, % at 7 µM; actives 0.9% (n = 370,000); AID 652039;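 active = activation above the mean of all tested compounds plus 3 SD, computed per campaign excluding outliers beyond control limits, cut at about 13% in these data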
Target sequence (P49862 whole entry, looked up): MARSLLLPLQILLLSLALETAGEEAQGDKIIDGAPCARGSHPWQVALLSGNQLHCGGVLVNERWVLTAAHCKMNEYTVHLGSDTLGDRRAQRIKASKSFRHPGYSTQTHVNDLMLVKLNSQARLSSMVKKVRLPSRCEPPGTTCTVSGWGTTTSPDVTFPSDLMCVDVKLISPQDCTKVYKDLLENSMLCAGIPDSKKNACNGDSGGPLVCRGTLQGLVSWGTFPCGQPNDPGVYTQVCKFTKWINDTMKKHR
DDE Tn6 FP inh: DD(E)-Tn6 binding inhibition, primary FP screen. Fibrin DD(E) TRITC-Tn6 fluorescence polarization displacement. inhibition, % at 8.3 µM. actives 0.21% (n = 370,000). AID 720509;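 active = inhibition above a per-campaign cutoff: mean of compounds within control limits plus 3 SD, cut at about 15% in these data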;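 also: 0% = median of all compound wells on the plate and 100% = blocking peptide control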
SIAE inh: human SIAE inhibition, primary screen. actives 0.69% (n = 370,000). SIAE FP-Rh probe binding, fluorescence polarization. Q9HAT2. AID 1053197. inhibition, % at 9.66 µM;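 active = inhibition above a cutoff: mean of compounds within the control limits plus 3 SD of those, cut at about 17% in these data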;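 also: 0% = plate median of compound wells and 100% = probe without SIAE protein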
UHRF1 MBD2 ctr: blocks human UHRF1 binding to methylated DNA; UHRF1 binding to methylated oligo, TR-FRET; inhibition, % at 4.4 µM; actives 0.75% (n = 370,000); AID 687016; in the data active = inhibition above about 21%;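 also: UHRF1 SRA domain binding a hemimethylated CpG hairpin DNA probe; 0% = median of test compound wells and 100% = reference inhibitor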
TCR CD3 inh: human TCR-CD3 binding inhibition; TAMRA-labeled TCR probe fluorescence, biochemical; actives 0.37% (n = 360,000); AID 651800; inhibition, % at 9.4 µM; in the data active = inhibition above about 19%;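 also: recombinant mutant TCR 2C K166C tagged with TAMRA read by polarization; 0% = receptor in buffer alone and 100% = receptor with positive control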
PRMT1 inh: PRMT1 (human) inhibition, primary screen; recombinant PRMT1, activity-based probe fluorescence polarization; inhibition, % at 2.79 µM; actives 1.3% (n = 370,000);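 active = inhibition above about 21% made by adding two undisclosed values, limit read from the data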
Target sequence (Q99873 whole entry, looked up): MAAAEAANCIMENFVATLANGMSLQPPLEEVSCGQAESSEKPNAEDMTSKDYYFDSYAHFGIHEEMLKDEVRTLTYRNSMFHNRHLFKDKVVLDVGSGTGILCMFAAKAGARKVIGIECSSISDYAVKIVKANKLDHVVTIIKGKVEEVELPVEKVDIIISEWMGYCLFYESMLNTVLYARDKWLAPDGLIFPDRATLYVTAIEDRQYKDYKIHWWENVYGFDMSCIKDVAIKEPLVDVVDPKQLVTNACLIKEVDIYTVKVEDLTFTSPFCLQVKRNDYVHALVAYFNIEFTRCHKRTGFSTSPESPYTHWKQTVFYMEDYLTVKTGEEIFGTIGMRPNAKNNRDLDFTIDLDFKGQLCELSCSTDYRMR
LEDGF integ inh: blocks HIV-1 LEDGF/p75-dependent DNA integration; TR-FRET IN-LEDGF/p75 DNA integration, Eu/Cy5; inhibition, % at 3.7 µM; actives 0.64% (n = 370,000); AID 743269;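 active = inhibition above the screen-wide mean plus 3 SD, cut at about 13% in these data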;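 also: signal is the Cy5 over europium emission ratio at 671 and 618 nm; 0% = plate median of compound wells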
TDP2 inh: blocks human TDP2 phosphodiesterase activity | O95551 | recombinant TDP2, T5PNP hydrolysis, p-nitrophenol absorbance 415 nm | inhibition, % at 12.8 µM | actives 0.34% (n = 370,000);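 active = inhibition above the mean of all tested compounds plus 3 SD, set per campaign, cut at about 25% in these data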;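 also: 0% = DMSO with enzyme and 100% = buffer with substrate but no TDP2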
Target sequence (O95551 whole entry, looked up): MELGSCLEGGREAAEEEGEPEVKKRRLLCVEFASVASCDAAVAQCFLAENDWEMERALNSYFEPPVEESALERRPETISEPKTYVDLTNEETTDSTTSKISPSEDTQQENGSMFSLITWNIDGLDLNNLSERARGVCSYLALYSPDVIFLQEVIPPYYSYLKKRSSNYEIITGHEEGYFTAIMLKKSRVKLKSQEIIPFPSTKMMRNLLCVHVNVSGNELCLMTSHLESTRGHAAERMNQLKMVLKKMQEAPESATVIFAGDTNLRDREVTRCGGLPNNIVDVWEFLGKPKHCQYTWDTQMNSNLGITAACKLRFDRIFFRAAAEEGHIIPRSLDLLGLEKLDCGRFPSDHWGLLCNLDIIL
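test system = human TDP2 enzyme | input = TDP2 enzyme at 120 nM final | medium = 50 mM Tris-HCl pH 7.5 with Mg2+, KCl, DTT, BSA | also added = T5PNP substrate, 5 mM | times = 2 h at 37 °C | technique = epi absorbance | benchmarks = high control without enzyme, low control DMSO plus TDP2 | replication = each compound tested once, singlicate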
Tn7 DDE FP: DD(E)-Tn7 binding inhibition, primary FP screen | P02675 | FP displacement of FITC-Tn7 peptide from fibrin DD(E); 0% = median of compound wells per plate | inhibition, % at 8.3 µM | actives 0.13% (n = 370,000);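 active = inhibition above the mean of compounds falling within the control limits plus 3 SD of them, cut at about 14% in these data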;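 also: 0% = plate median of compound wells and 100% = 10 µM Aha-Tn7 peptide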
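Assay system: human fibrin DD(E). Input: DD(E) 2 µM final. Medium: Tris buffer with calcium and detergent, pH 7.8. Compound dosing: single point at 8.3 µM. Timing: 10 min plus 3 h, room temperature. Technique: fluorescence polarization of the labelled Tn7 tracer. Read-out: percent inhibition. Replicates: singlicate testing.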
MBD2 inh: blocks human MBD2 binding to methylated DNA | Q9UBB5 | TR-FRET, MBD2 binding to methylated oligonucleotide | inhibition, % at 4.4 µM | actives 0.31% (n = 370,000) | AID 686964; in the data active = inhibition above about 13%
Numbers without * were called inactive; . = not tested or not shown.

no.	smiles	proKLK7 act	DDE Tn6 FP inh	SIAE inh	UHRF1 MBD2 ctr	TCR CD3 inh
1	CCC(=O)N1CCc2cc(S(=O)(=O)NCCC(=O)N3CCN(c4ccccn4)CC3)ccc21	-1.1	-5	-5	-1	7
2	COc1ccccc1CNC(=O)C1CCN(S(=O)(=O)c2ccc3c(c2)OCCCO3)CC1	0.1	-4	9	3	-1
3	O=C(Cn1cc(COc2ccccc2C(F)(F)F)nn1)c1ccc(O)cc1	-0.4	0	1	22*	-5
4	O=C(NCC(c1cccs1)N1CCOCC1)c1cc(S(=O)(=O)N2CCOCC2)c(Cl)cc1Cl (stereo not given)	0.1	-6	3	-1	-2
5	CCCn1nc(NC(=O)c2ccccn2)c2cc3cc(C)ccc3nc21	-3.4	-5	-10	-1	-6
6	CCN1CCCC1CNC(=O)C1c2cc(OC)c(OC)cc2C(=O)N(C)C1c1cccnc1 (stereo not given)	-0.1	-4	14	-3	7
7	CC1CN(S(=O)(=O)c2cccc(C(F)(F)F)c2)CC(C)O1 (stereo not given)	0.2	1	2	0	10
8	CCC(=O)n1nc(-c2cccnc2)nc1NCc1ccccc1	-0.7	-5	4	2	-1
9	CCN(CC)CCNC(C(=O)Nc1cc(C(F)(F)F)ccc1Cl)c1ccccc1 (stereo not given)	0.3	5	-4	3	-6
10	C/C(N)=C(/C#N)C(=O)COC(=O)c1ccccc1Oc1ccccc1	-0.5	-9	-2	-1	4
11	COc1ccc(-n2c(/C=C(\C)O)nc(=O)c3c(C)cc(C)nc32)cc1	0.7	-5	-1	1	-7
12	CC(=O)Cc1nsc(NC(=O)c2ccc(-c3ccc(F)cc3)o2)n1	3.7	-1	0	2	2
13	COc1ccc(C(=O)Oc2ccc(C)cc2)cc1S(=O)(=O)N1CCOCC1	0.0	-10	-6	0	9
14	CC(C)c1ccc(NC(=O)C(c2ccccc2)N2CCN(C(=O)c3ccco3)CC2)cc1 (stereo not given)	-0.2	5	0	-2	-1
15	CC(C)N1C(=O)C2ON(c3ccccc3)C(c3cccs3)C2C1=O (stereo not given)	-0.4	-1	7	-1	13

no.	PRMT1 inh	LEDGF integ inh	TDP2 inh	Tn7 DDE FP	MBD2 inh
1	-2	-1	13	0	4
2	-4	1	8	7	-5
3	8	8	-1	-2	15*
4	2	-3	6	2	0
5	0	-1	8	9	3
6	5	3	8	8	-6
7	-1	4	0	-4	-5
8	-3	2	-7	-4	0
9	1	-4	13	3	4
10	-5	3	6	1	-1
11	2	0	-7	-2	7
12	0	-4	-16	-9	-3
13	1	3	-6	-5	0
14	-1	5	-6	-2	-5
15	-2	3	-1	1	1

Following part
no.	smiles	proKLK7 act	DDE Tn6 FP inh	SIAE inh	UHRF1 MBD2 ctr	TCR CD3 inh
16	CCCC(CCC)C(=O)NC1CCN(Cc2ccccc2)CC1	0.3	-2	0	1	2
17	O=C(NCC(c1ccc(F)cc1)N1CCOCC1)c1cc(F)c(F)c(F)c1F (stereo not given)	-0.5	-2	-3	-2	0
18	CC(C)(C)c1ccc(-n2ncc3c2CCCC3NC(=O)c2cnccn2)cc1 (stereo not given)	-0.3	-14	-2	1	2
19	Cc1ccc(/C=C(\C#N)C(=O)Nc2c(C)cccc2C)s1	0.0	-3	-10	-4	-1
20	CCOc1ccc(NC(=O)C2CCN(C(=O)NC3CCCCC3)CC2)cc1	0.1	2	-5	-1	-1
21	CCCn1cc(S(=O)(=O)c2ccc(OC)cc2)c(=O)c2cc(OCC)ccc21	0.6	-2	3	2	3
22	OCC[C@H]1C[C@H](O)[C@@H](O)[C@@]2(OCCCc3ccccc32)O1	-0.4	-3	1	-1	5
23	COc1cccc(-n2c(C)nc3cc(C(=O)O)ccc32)c1	-0.1	-3	-1	0	7
24	CC1CCC(NC(=O)c2cc(S(=O)(=O)N(C)C)ccc2N2CCCC2)CC1 (stereo not given)	-0.9	5	4	4	-10
25	C=CCOC(=O)C1=C(C)NC(=O)NC1c1ccc(OC(=O)c2ccco2)c(OC)c1 (stereo not given)	0.3	3	-2	8	-4
26	COc1ccc(CNCCC(c2ccc(OC(C)C)cc2)c2ccccc2OC)cc1 (stereo not given)	-0.2	2	5	-4	2
27	COc1ccccc1NC1=NCC(=O)N1Cc1ccccc1	-0.9	-2	2	-1	-2
28	COc1ccccc1C1C(C(=O)NCc2ccccc2)=C(C)Nc2ncnn21 (stereo not given)	0.7	-1	1	-4	-1
29	Cc1ccnc(NC(=O)Cn2c(=O)oc3ccccc32)c1	1.2	1	9	0	-5
30	O=C(Cn1nc(-c2ccccc2)ccc1=O)NCCc1ccccc1F	1.0	-11	0	1	.

no.	PRMT1 inh	LEDGF integ inh	TDP2 inh	Tn7 DDE FP	MBD2 inh
16	3	3	0	-3	-3
17	-5	1	0	-4	-7
18	5	-1	0	-7	6
19	-1	-3	3	-9	-5
20	-1	0	-6	1	1
21	3	1	-1	2	2
22	0	-1	9	2	4
23	-2	-3	7	-1	-5
24	2	-4	-16	-1	4
25	2	1	1	-4	6
26	-1	1	-5	2	1
27	-2	3	1	-3	-2
28	-1	-1	7	4	1
29	0	-6	8	2	0
30	-5	0	-1	-6	-3

Additional structures.
no.	smiles	proKLK7 act	DDE Tn6 FP inh	SIAE inh	UHRF1 MBD2 ctr	TCR CD3 inh
31	COc1ccccc1NC(=O)CSc1nnnn1-c1ccccc1OC	-0.9	-2	-4	-2	8
32	Cc1cccc(NS(=O)(=O)c2cc3c4c(c2)CCC(=O)N4CCC3)c1	-0.4	-7	1	0	8
33	C/C(=N\NC(=O)COc1ccc(C(C)(C)C)cc1)c1ccc(-n2ccnc2)cc1	0.8	-5	-3	-3	2
34	COc1cccc(/C=N\NC(=O)C2=NNC(=O)C2C)c1O (stereo not given)	-2.0	10	1	9	-3
35	COC(=O)c1sccc1OC(C)C(C)=O (stereo not given)	-0.3	2	-3	2	5
36	O=C1CN(C(=O)COC(=O)CCS(=O)(=O)c2ccccc2)c2ccccc2N1	0.5	-3	4	0	2
37	O=C(NNc1nc(-c2ccccc2)cs1)c1ccccc1	-0.7	1	1	-1	5
38	CN(C)S(=O)(=O)c1cccc(NC(=O)COC(=O)/C=C/c2cccs2)c1	0.1	-3	-7	1	5
39	COc1ccc(OC(C)C(=O)NC(C)c2ccccc2)cc1 (stereo not given)	0.3	2	-4	3	2
40	OC[C@@H]1CN(Cc2cccc(C(F)(F)F)c2)C[C@H](n2cnc3c(NCc4ccco4)ncnc32)O1	0.6	0	-1	-3	3
41	Cc1ccc(N2CCN(C(CCc3ccccc3)C(=O)Nc3c(C)cccc3C)CC2)cc1 (stereo not given)	0.3	0	-1	1	4
42	CC(C)c1ccc(NC(=O)C2CCCN(S(=O)(=O)c3cnc[nH]3)C2)cc1 (stereo not given)	-0.1	4	3	2	8
43	O=C(NCc1ccccc1)C1CCCN(C(=O)Nc2ccccc2)C1 (stereo not given)	0.4	5	3	-3	9
44	COc1ccc2c(c1)N(C)C(=O)CC(c1ccccc1)=N2	1.4	0	2	1	1
45	CCCCC(=O)N(C)c1c(C)nc2ccc(C(=O)Nc3cccc(NS(C)(=O)=O)c3)cn12	-0.6	-1	8	0	1

no.	PRMT1 inh	LEDGF integ inh	TDP2 inh	Tn7 DDE FP	MBD2 inh
31	-1	1	-11	4	1
32	2	-2	0	13	-1
33	2	-1	1	6	-5
34	5	-10	16	7	-3
35	-1	2	8	-5	-4
36	-3	-2	2	2	0
37	3	-1	-9	0	-2
38	2	7	4	-7	-3
39	1	4	-8	-12	-1
40	1	-1	14	5	4
41	3	-5	2	1	3
42	-4	3	-14	-5	-3
43	-1	1	10	4	-9
44	-2	1	1	5	-2
45	1	1	-4	-3	-2

Other entries follow.
no.	smiles	proKLK7 act	DDE Tn6 FP inh	SIAE inh	UHRF1 MBD2 ctr	TCR CD3 inh
46	c1ccc(Cc2cc[n+](Cc3ccccc3)cc2)cc1	-0.1	1	4	-1	0
47	CN1CCN(NC(=O)c2c(-c3ccccc3)sc3ccccc23)CC1	-0.2	-2	3	-6	10
48	COc1ccc(-c2coc3cc4oc(=O)cc(-c5ccccc5)c4cc23)cc1F	-1.0	-4	-8	3	-4
49	CC1=C(C(=O)OCC2CCCO2)C(c2ccccc2)NC(=O)N1 (stereo not given)	-0.4	-5	3	6	6
50	O=C(NCc1ccc(Cl)cc1)C1CCN(c2nnc(N3CCCC3=O)s2)CC1	-0.3	2	1	2	-4
51	NNC(=O)c1ccc(Oc2cc(Cl)cc(Cl)c2)o1	-0.6	-7	4	-1	-2
52	CCOc1ccc2nc(N3CCC(C(=O)N4CCN(C5CCCCC5)CC4)CC3)sc2c1	0.2	-5	-1	3	-5
53	O=C(CN1CCN(CC(=O)Nc2ccccc2Cl)CC1)NCC1(N2CCOCC2)CCCCC1	0.4	4	-3	1	-1

no.	PRMT1 inh	LEDGF integ inh	TDP2 inh	Tn7 DDE FP	MBD2 inh
46	2	-3	7	-1	1
47	-1	0	10	-4	1
48	2	-1	6	9	4
49	2	0	14	0	-4
50	-2	-2	1	0	7
51	-3	0	-1	1	-3
52	3	0	9	10	-1
53	-5	1	4	-5	2

Shown with two lines to a compound: part of the list above
Below each compound – proKLK7 act, DDE Tn6 FP inh, SIAE inh, UHRF1 MBD2 ctr, TCR CD3 inh, PRMT1 inh, LEDGF integ inh, TDP2 inh, Tn7 DDE FP, MBD2 inh
50. O=C(NCc1ccc(Cl)cc1)C1CCN(c2nnc(N3CCCC3=O)s2)CC1
 : -0.3, 2, 1, 2, -4, -2, -2, 1, 0, 7
52. CCOc1ccc2nc(N3CCC(C(=O)N4CCN(C5CCCCC5)CC4)CC3)sc2c1
 : 0.2, -5, -1, 3, -5, 3, 0, 9, 10, -1
49. CC1=C(C(=O)OCC2CCCO2)C(c2ccccc2)NC(=O)N1 (stereo not given)
 : -0.4, -5, 3, 6, 6, 2, 0, 14, 0, -4
47. CN1CCN(NC(=O)c2c(-c3ccccc3)sc3ccccc23)CC1
 : -0.2, -2, 3, -6, 10, -1, 0, 10, -4, 1
48. COc1ccc(-c2coc3cc4oc(=O)cc(-c5ccccc5)c4cc23)cc1F
 : -1.0, -4, -8, 3, -4, 2, -1, 6, 9, 4
51. NNC(=O)c1ccc(Oc2cc(Cl)cc(Cl)c2)o1
 : -0.6, -7, 4, -1, -2, -3, 0, -1, 1, -3
53. O=C(CN1CCN(CC(=O)Nc2ccccc2Cl)CC1)NCC1(N2CCOCC2)CCCCC1
 : 0.4, 4, -3, 1, -1, -5, 1, 4, -5, 2

Bioassay records from PubChem.
